From PubChem
MBNL1 CUG block – qHTS Assay for Inhibitors of MBNL1-poly(CUG) RNA binding | Muscleblind-like protein 1 (Homo sapiens), Q9NR56 | TR-FRET MBNL1-His/biotin-(CUG)12 binding, 665/545 ratio | Potency, µM (doses to about 57.5 µM), inactives show at the top dose activity change, negative = inhibition, actives largely listed as inhibitors | AID 2675, 2010 | 0.036% of 280,000 active; active = well fitted inhibition curve with a large enough effect in the signal ratio, with a control signal flat, not every such curve was filed as active; inconclusive = small, poorly fitted or top-dose-only effect, or effect the other way, or a change in a side signal; inactive = no such curve, though single readings can be large or run the other way; the % refers to the signal ratio; also: potency is read from the fitted curve at half-maximal effect; % is scaled to controls: 0 for no effect and ±100 for the full control effect
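Compound titration spanned 92 nM–58 uM against the MBNL1-His/biotin-(CUG)12 complex. After 60 min at room temperature with 5 nM streptavidin-XL665 and 0.055 ng/ul terbium anti-His, ratiometric 665/545 nm emission (Ex 340 nm) normalized to controls.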
hERG WT inh – qHTS for Inhibitors of KCHN2 3.1: Wildtype qHTS; 0.37% of 340,000 active; U2OS, BacMam KCNH2, thallium flux FluxOr; hits give low values; activity change, % at 1.84 µM;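 active = maximum activity change below -70%; inconclusive = maximum activity change between -70% and -50%; inactive = maximum activity change above -50%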; also: % is scaled to controls: 0 for no effect and ±100 for the full control effect
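U2OS cells transduced with wild-type KCNH2 virus are loaded with FluxOr dye for 45 min, and thallium flux is measured in kinetic reads before and after stimulation buffer. Rate constants are normalized to DMSO controls.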
S-ASM inh – Inhibitors of Secretory Acid Sphingomyelinase (S-ASM): qHTS | 0.006% of 340,000 active | Potency, µM (titrated, usually from 57.5 µM), inactives show top-dose activity change, negative = inhibition, hits mostly inhibitors | placental ASM, HMU-PC fluorogenic substrate, 60 min | AID 504937, 2011; also: potency is read from the fitted curve at half-maximal effect
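Human placenta-derived ASM preincubated with compound 10 min at room temperature, then reacted with 9 uM (final) fluorogenic HMU-PC substrate for 60 min at 37 C. Stop solution raises pH to 10; fluorescence read at Ex 386/Em 447 nm.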
GALK inhibitor – qHTS Assay for Inhibitors of Human Galactokinase (GALK) | P51570 | Purified GALK, Kinase-Glo residual ATP luminescence | Potency, µM (doses to about 57.5 µM), inactives show at the highest dose activity change, negative = inhibition, actives largely listed as inhibitors | 0.007% of 270,000 active; also: potency is read from the fitted curve at half-maximal effect; % is scaled to controls: 0 for no effect and ±100 for the full control effect
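Compounds were pin-transferred into ATP buffer (35 uM final), then GALK plus galactose (5 nM, 100 uM final) was added. After 1 h at room temperature, Kinase-Glo Plus was added and luminescence read after 10 min.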
A-T KAP1 phos – qHTS Assay for Identifying a Potential Treatment of Ataxia-Telangiectasia. […] A-T fibroblasts, KAP-1 phosphorylation AlphaLISA; neocarzinostatin DNA damage 30 min before lysis. Potency, µM (doses to about 57.5 µM), inactives show at the highest dose activation, actives largely listed as activators. 0.19% of 320,000 active. AID 485349, 2010; also: potency is read from the fitted curve at half-maximal effect; % of control where 0% means no effect; nearly all actives have a fitted effect of over 45% in size
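hTERT-immortalized A-T patient fibroblasts ([…]), 500 cells/well in OPTI-MEM, 1% FBS, got compounds for 60 min, then NCS for 30 min at 37C. Lysates were then assayed for phospho-KAP-1 by AlphaLISA (anti-pKAP1 donor, anti-KAP1 acceptor beads), 6 hr at 25C.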
KCNH2 3.1 inh – qHTS for Inhibitors of KCHN2 3.1: Mutant qHTS; Potassium voltage-gated channel subfamily H member 2, brain isoform KCNH2 3.1 (human); U2OS KCNH2 3.1, thallium flux FluxOr; hits give low values; activity change, % (tested at about 1.8 µM); 0.95% of 340,000 active; AID 720553, 2013;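 active = maximum activity change below -70%; inconclusive = maximum activity change from -70% to -50%; inactive = maximum activity change above -50%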;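 also: thallium influx rate constant from kinetic fluorescence after stimulation buffer; % is scaled to controls: 0 for no effect and ±100 for the full control effect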
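Thallium flux via FluxOr fluorescence (Red40 quencher, 45 min loading) in U2OS cells virally expressing the KCNH2 3.1 isoform (1.77 x 10^8 /mL virus, overnight at 37 C). Rate constants from 2-min kinetic reads post-stimulation, normalised to positive and negative controls.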
TRPV1 ag – HTS Assay for Compounds that Act as Agonists of the Vanilloid Receptor 1; AID 540275, 2011; activation, % at 8.33 µM; 0.19% of 320,000 active; TRPV1-expressing cells, Fluo-8 calcium influx, agonist mode; Transient receptor potential cation channel subfamily V member 1 (Homo sapiens), Q8NER1; in the data active = activation above about 80%; inconclusive = between about 30% and that limit; also: 0% is about no effect
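Fluo-8 calcium influx in TRPV1-expressing cells, kinetic read (ex 480/em 520 nm). Compound added and read 3 min for agonist activity, followed by capsaicin at EC20 final and 2 min further read for enhancement.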
FBPA coupling cs – qHTS Assay for Inhibitors of Fructose-1,6-bisphosphate Aldolase from Giardia Lamblia: Coupling assay counterscreen | coupling enzyme system counterscreen, AmpLite Red fluorescence | activity change, negative = inhibition, % at 58.2 µM, hits read low | 0.67% of 290,000 active | AID 2472, 2010; in the data active = activity change below about -30%; also: % is scaled to controls: 0 for no effect and ±100 for the full control effect
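Compounds tested against the coupling enzymes alone at 57.5 uM final; readout was AmpLite Red fluorescence (525/598 nm) after 20 min at RT.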
CXXC DNA block – qHTS Fluorescence Polarization Assay for Inhibitors of MLL CXXC domain - DNA interaction; Histone-lysine N-methyltransferase 2A (Homo sapiens), Q03164; MLL-CXXC / FITC-HOXA9 DNA fluorescence polarization; Potency, µM (doses to about 115 µM), without a hit: at the top dose activity change, negative = inhibition, most hits filed as inhibitors; 0.037% of 290,000 active; AID 2662, 2010; active = well fitted inhibition curve with a large enough effect in the polarisation, with a control signal flat, not every such curve was filed as active; inconclusive = small, poorly fitted or top-dose-only effect, or effect the other way, or a change in a side signal; inactive = no such curve, though single readings can be large or run the other way; the % refers to the polarisation; also: potency is read from the fitted curve at half-maximal effect
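Steps: dispense CXXC domain solution (7 uM) → pin compounds or unlabeled HOX-A9 DNA control → 5 min ambient → add FLSN-HOX-A9 solution (50 nM) → spin → 30 min ambient → fluorescence polarization. Tris pH 7.5/NaCl/DTT/BSA buffer.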
a7 integrin act – qHTS for Activators of Integrin-Mediated Alleviation for Muscular Dystrophy | alpha7betagal myoblasts, beta-gal FDG fluorescence, 48 h | Potency, µM (doses to about 38.3 µM), for the others: at the highest dose activation, actives largely listed as activators | 0.064% of 350,000 active | AID 624291, 2012;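 also: potency is read from the fitted curve at half-maximal effect; 100% = response of the positive control SU9516; nearly all actives have a fitted effect of over 60% in size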
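Alpha7betagal+/- myoblasts (passage 13) were plated 16-24 hr, then exposed to compounds (1:260 dilution of DMSO stock) for 48 hours at 37C. After MPER lysis, β-galactosidase reporter activity was read as FDG fluorescence (ex 480/em 540) after 30 minutes.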
Starred values were filed as active, the others as inactive; i = inactive; ? = inconclusive; . = no result given; [ ] = dose if it differs, or a comment. Unless noted, calls follow the shape of the dose curve; as a rule, active = well fitted curve in the direction sought with a large enough effect; inconclusive = small, poorly fitted or top-dose-only effect, or another doubt; inactive = no such curve, though single readings can be large; an effect the other way counts as inactive or inconclusive.

#1 COc1ccccc1NC(=O)/C(=N/OCc1ccc(F)cc1)C(C)=O
#2 COc1ccc(NC(=O)Cn2c(=O)n(Cc3ccco3)c(=O)c3ccccc32)cc1
#3 CCCCn1nnnc1SCC(=O)c1ccc(C)c(C)c1
#4 Cc1occc1C(=O)NNC(=O)c1ccc(Br)o1
#5 COc1cccc(-c2n[nH]c(=S)n2Cc2ccco2)c1OC
#6 CC1(C)CC(NC(=O)COc2ccc3ccc(=O)oc3c2)CC(C)(C)N1
#7 CSc1nncn1/N=C/c1cc(Cl)ccc1F
#8 Cc1ccc(NC(=O)NCc2cccnc2)cc1
#9 C=CCNC(=S)N/N=C/c1ccc(OCc2ccccc2)cc1
#10 C=CCn1c(=O)c2ccccc2n2c(SC(C)C(N)=O)nnc12 (stereo not given)

screen / no.	1	2	3	4	5	6	7	8	9	10
MBNL1 CUG block	-5%	2%	9%	-5%	6%	-2%	-9%	1%	?	-5%
hERG WT inh	1	0	3	-2	17	2	10	-7	2	-3
S-ASM inh	0%	-1%	-7%	2%	0%	4%	-3%	0%	4%	2%
GALK inhibitor	9%	-3%	2%	3%	1%	-4%	0%	-2%	-3%	-2%
A-T KAP1 phos	2%	-2%	?	3%	-4%	-2%	-1%	-2%	-2%	-10%
KCNH2 3.1 inh	2	-7	-1	-2	-13	-2	-14	14	-7	3
TRPV1 ag	0	0	?	-1	2	-3	-4	6	-1	-5
FBPA coupling cs	1	1	-2	0	-1	-3	-4	.	.	2
CXXC DNA block	6%	12%	-12%	-17%	12%	-2%	-3%	4%	16%	0%
a7 integrin act	-29%	18%	-28%	17%	2%	-13%	15%	?	-8%	40%

#11 Cc1nnc(NC(=O)CSc2nnc(CNC(=O)c3ccc(S(=O)(=O)N(C)C)cc3)o2)s1
#12 Cc1ccc(N2CC(C(=O)NCc3n[nH]c(=O)c4ccccc34)CC2=O)cc1C (stereo not given)
#13 Cc1cc(CSCc2ccc(Cl)cc2)no1
#14 CC1(C)CC2CC(C)(CN2S(=O)(=O)c2cccc(C(=O)OCC(N)=O)c2)C1 (stereo not given)
#15 Nc1n[nH]c(N)c1N=Nc1cccc(C(F)(F)F)c1
#16 O=C(NCCc1ccccn1)c1ccc(OC(F)F)cc1
#17 COC(=O)c1ccc(N)c(CS(=O)(=O)c2ccc(Cl)cc2)c1
#18 Cc1ccc(-n2cccc2C(=O)NS(=O)(=O)c2ccc(C)cc2)cc1
#19 Cc1ccc2nc(-c3ccc(-c4ccccn4)s3)cn2c1
#20 Nn1c(Nc2ccccc2)nc2ccccc2c1=O

screen / no.	11	12	13	14	15	16	17	18	19	20
MBNL1 CUG block	-7%	.	-19%	.	15%	-2%	-11%	0%	?	-4%
hERG WT inh	-13	-3	-2	-8	0	-6	-8	5	-2	0
S-ASM inh	0%	1%	-1%	2%	-13%	4%	-1%	1%	i	-5%
GALK inhibitor	4%	.	4%	.	2%	-3%	1%	-1%	3%	1%
A-T KAP1 phos	1%	10%	53%	0%	-11%	-3%	8%	-1%	42%	0%
KCNH2 3.1 inh	3	-6	11	-11	-3	6	-8	7	-17	6
TRPV1 ag	0	1	4	?	7	-1	2	-2	7	-2
FBPA coupling cs	1	.	-5	.	1	-1	2	25	-15	0
CXXC DNA block	-2%	.	19%	.	20%	1%	8%	0%	0%	-4%
a7 integrin act	7%	0%	?	3%	-37%	11%	5%	8%	-13%	17%

#21 COc1ccc(S(=O)(=O)N2CCCCC2)cc1NC(=O)C1CCCO1 (stereo not given)
#22 O=C(O)CC(NC(=O)c1ccncc1)c1ccccc1 (stereo not given)
#23 Cc1ccc(-c2ccnc3cc(C)nn23)cc1
#24 CC(=O)c1cc(C(=O)N2CCCC(CCC(=O)N(C)CCc3ccccn3)C2)cs1 (stereo not given)
#25 Cc1ccc(SCC(=O)N(C)CC(=O)Nc2cccc(F)c2)c(C)c1
#26 CN(C)S(=O)(=O)c1cccc(-c2nn(-c3ccccc3)cc2/C=C2\SC(=S)N(CC(=O)O)C2=O)c1
#27 CCN(CC)c1cc(NCCO)c([N+](=O)[O-])c2nonc12
#28 O=C(NCc1ccco1)c1cc(-c2ccccn2)nc2ccccc12
#29 COc1ccc(S(=O)(=O)NC2CC(=O)N(c3ccc(C)c(C)c3)C2)cc1C (stereo not given)
#30 CS(=O)(=O)Oc1ccccc1/C=C1/N=C(c2ccc(F)cc2)OC1=O

screen / no.	21	22	23	24	25	26	27	28	29	30
MBNL1 CUG block	-3%	-5%	15%	-6%	.	15%	?	9%	.	-18%
hERG WT inh	-6	5	-8	-11	-2	1	5	-5	0	0
S-ASM inh	1%	2%	24%	2%	.	-1%	-8%	-2%	.	4%
GALK inhibitor	0%	4%	-4%	1%	.	-8%	5%	8%	.	0%
A-T KAP1 phos	-3%	0%	18%	6%	3%	-23%	-1%	5%	-12%	-8%
KCNH2 3.1 inh	16	-1	-14	18	3	15	.	-18	3	1
TRPV1 ag	4	-1	8	-2	27	12	1	-3	?	-3
FBPA coupling cs	0	-1	1	-1	.	-8	-8	1	.	-1
CXXC DNA block	-7%	-1%	-13%	-11%	.	?	-8%	3%	.	-4%
a7 integrin act	-12%	41%	-31%	-55%[inhibitor]	24%	6%	12%	-12%	-10%	10%

Ordered by molecular weight (smallest number first): part of the list above
#22 O=C(O)CC(NC(=O)c1ccncc1)c1ccccc1 (stereo not given)
#27 CCN(CC)c1cc(NCCO)c([N+](=O)[O-])c2nonc12
#28 O=C(NCc1ccco1)c1cc(-c2ccccn2)nc2ccccc12
#25 Cc1ccc(SCC(=O)N(C)CC(=O)Nc2cccc(F)c2)c(C)c1
#30 CS(=O)(=O)Oc1ccccc1/C=C1/N=C(c2ccc(F)cc2)OC1=O
#26 CN(C)S(=O)(=O)c1cccc(-c2nn(-c3ccccc3)cc2/C=C2\SC(=S)N(CC(=O)O)C2=O)c1

screen / no.	22	27	28	25	30	26
MBNL1 CUG block	-5%	?	9%	.	-18%	15%
hERG WT inh	5	5	-5	-2	0	1
S-ASM inh	2%	-8%	-2%	.	4%	-1%
GALK inhibitor	4%	5%	8%	.	0%	-8%
A-T KAP1 phos	0%	-1%	5%	3%	-8%	-23%
KCNH2 3.1 inh	-1	.	-18	3	1	15
TRPV1 ag	-1	1	-3	27	-3	12
FBPA coupling cs	-1	-8	1	.	-1	-8
CXXC DNA block	-1%	-8%	3%	.	-4%	?
a7 integrin act	41%	12%	-12%	24%	10%	6%

(continued)
#31 CN1C(=O)C(Cl)(Cl)C(=O)c2ccccc21
#32 COC(=O)c1cccc(NC(=O)COC(=O)CSc2nc(C)cc(C)n2)c1
#33 Cc1ccccc1Nc1nnc(SCC(=O)NC2CCCc3ccccc32)s1 (stereo not given)
#34 COC(=O)c1[nH]c(C)c(/C(O)=C2\C(=O)C(=O)N(CCN(C)C)C2c2cccs2)c1C (stereo not given)
#35 Cc1ccc(NC(=O)CCc2nnc3ccc(NCc4ccco4)nn23)cc1
#36 CCN(CCO)c1nc(SC)nc2c1sc1nc(-c3ccco3)c3c(c12)CCC3
#37 Cc1cccc(C(=O)OCC(=O)Nc2ccc(N3CCCCC3)cc2)c1O
#38 CCOCCCN1C(=O)CN(C2CCCCC2)C(=O)C1c1ccc(OCC)c(OC)c1 (stereo not given)

screen / no.	31	32	33	34	35	36	37	38
MBNL1 CUG block	5%	10%	-5%	2%	0%	13%	-9%	-25%
hERG WT inh	-3	-1	1	-2	2	4	-1	-6
S-ASM inh	4%	-2%	0%	1%	-7%	-23%	4%	3%
GALK inhibitor	.	0%	1%	-2%	-4%	3%	1%	-2%
A-T KAP1 phos	-4%	-4%	-1%	-5%	-1%	16%	.	-2%
KCNH2 3.1 inh	-9	-10	-1	14	5	-26	-13	0
TRPV1 ag	3	-1	3	1	0	-6	-7	-2
FBPA coupling cs	-75*	-1	2	-3	-1	2	1	.
CXXC DNA block	-3%	-11%	-16%	-5%	3%	-18%	12%	-3%
a7 integrin act	-61%[inhibitor]	-26%[7.66 µM]	1%	0%	-22%	-12%	18%	5%
